Screens as filed in PubChem BioAssay.
MITF primary – human MITF inhibition, primary screen; inhibition, % at 2.6 µM; AlphaScreen MITF homodimerization, bead proximity signal; O75030; 650,000 compounds, 0.91% hits; in the data active means inhibition above about 50%;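 further: 0% = vehicle wells with protein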
Target sequence (O75030 whole entry, looked up): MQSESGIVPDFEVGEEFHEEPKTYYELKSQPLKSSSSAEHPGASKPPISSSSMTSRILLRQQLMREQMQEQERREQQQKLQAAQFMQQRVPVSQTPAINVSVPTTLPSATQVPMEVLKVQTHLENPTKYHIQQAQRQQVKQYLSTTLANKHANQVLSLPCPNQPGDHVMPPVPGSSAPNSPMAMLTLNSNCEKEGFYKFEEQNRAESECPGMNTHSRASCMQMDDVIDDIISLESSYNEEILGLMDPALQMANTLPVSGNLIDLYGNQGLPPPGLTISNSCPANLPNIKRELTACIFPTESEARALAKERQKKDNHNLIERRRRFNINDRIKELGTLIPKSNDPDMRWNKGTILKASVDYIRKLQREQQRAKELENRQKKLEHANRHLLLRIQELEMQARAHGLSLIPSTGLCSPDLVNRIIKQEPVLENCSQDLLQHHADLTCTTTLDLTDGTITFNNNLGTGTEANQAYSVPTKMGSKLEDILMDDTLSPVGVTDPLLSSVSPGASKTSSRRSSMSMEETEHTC
TEAD-YAP inh – TEAD-YAP interaction inhibition; 640,000 compounds, 1.4% hits; inhibition, % at 9.12 µM; HEK-TIYL cells, TEAD-Gal4/YAP UAS-luciferase luminescence; in the data active means inhibition above about 32%;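 further: 0% = median of test compound wells and 100% = reference inhibitor wells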
GPR151 ag – activators of human GPR151. activation, % at 11.2 µM. AID 1508602. 650,000 compounds, 1% hits. PathHunter beta-arrestin GPR151 cells, luminescence. Q8TDV0; in the data active means activation above about 4.9%;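 further: 0% = median of compound wells and 100% = cells with positive control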
Target sequence (Q8TDV0 whole entry, looked up): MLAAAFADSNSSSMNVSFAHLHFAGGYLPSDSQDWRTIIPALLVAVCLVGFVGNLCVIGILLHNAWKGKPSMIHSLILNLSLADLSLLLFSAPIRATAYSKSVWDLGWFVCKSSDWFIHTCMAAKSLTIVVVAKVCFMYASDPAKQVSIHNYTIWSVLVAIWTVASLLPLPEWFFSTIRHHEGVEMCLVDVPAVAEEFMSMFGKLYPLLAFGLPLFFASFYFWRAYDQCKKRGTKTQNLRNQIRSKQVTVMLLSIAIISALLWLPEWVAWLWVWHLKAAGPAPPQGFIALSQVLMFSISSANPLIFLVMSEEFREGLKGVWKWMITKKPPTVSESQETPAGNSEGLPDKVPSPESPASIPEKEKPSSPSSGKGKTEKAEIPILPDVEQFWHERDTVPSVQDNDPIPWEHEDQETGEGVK
FBW7 activator – activators of human E3 ligase FBW7 | AlphaScreen FBW7–phospho-cyclin E peptide binding, activator screen | normalized activity (activation), % at 26.1 µM | Q969H0 | 650,000 compounds, 0.13% hits; in the data active means normalized activity above about 1.9%;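 further: purified mutant Fbw7 with reduced substrate affinity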
* marks the source's active call; other numbers are inactive results; . = not tested or not shown.

molecule,MITF primary,TEAD-YAP inh,GPR151 ag,FBW7 activator
CCC1CN(CC(=O)NCc2nc(-c3ccccc3)cs2)Cc2cc(OC)ccc2O1 (stereo not drawn),3,6,-1.1,-0.2
O=C(NC(=S)Nc1ccc2oc(-c3cccc(F)c3)nc2c1)c1ccccc1,-2,-5,0.1,0.2
CCc1c(C)c2ccc(OC(C)C(C)=O)c(C)c2oc1=O (stereo not drawn),18,-75,2.7,0.0
COc1cc(OC)c(OC)cc1/C=C1\SC(=S)N(N)C1=O,20,6,3.0,0.6
Cc1cc(NS(=O)(=O)c2ccc(N3C(=O)c4ccccc4C3=O)cc2)no1,9,3,-1.5,0.3
CCN(CC)c1ccc(C2C(C#N)=C(N)N(c3cccc(Cl)c3)C3=C2C(=O)CC(C)(C)C3)cc1 (stereo not drawn),-6,-7,0.6,0.0
COc1ccc(CN2CCN(C(=O)c3cccs3)CC2)c(OC)c1,35,-7,0.5,0.0
COc1ccc(OC)c(NC(=O)c2sc(=S)n(-c3ccccc3C)c2N)c1,14,-8,1.4,0.1
CC1(C)CC(=O)C2=C(C1)N(c1cccc(F)c1)C1=C(C(=O)CC(C)(C)C1)C2c1cccc(Cl)c1,7,17,0.6,0.2
COC(=O)COc1ccc(/C=C2/NC(=O)N(c3ccccc3)C2=O)cc1,5,0,-1.7,0.1
COC(=O)C1=C(C)NC(SCC(=O)C23CC4CC(CC(C4)C2)C3)=C(C#N)C1c1cccs1 (stereo not drawn),-2,-2,0.3,0.0
COc1ccc(/C(C)=N/NC(=O)CNC(=O)c2ccc(Br)cc2)c(OC)c1,12,0,3.0,-0.1
CCc1c(C)nc(SCC(=O)c2ccc(Cl)cc2)c(C#N)c1C,1,-1,-0.7,-0.1
CCOC(=O)c1c(NC(=O)c2ccc(S(=O)(=O)N3CC(C)OC(C)C3)cc2)sc2c1CCN(CC)C2 (stereo not drawn),22,2,-0.5,0.1
CC1(C)CC(=O)C=C(Nc2ccccc2NC2=CC(=O)CC(C)(C)C2)C1,4,-3,-1.4,0.0
COC(CNC(=O)CN1C(=O)/C(=C\c2ccc(C)cc2)Sc2ccccc21)OC,3,11,-0.1,0.0
Cc1sc2ncn(CC(=O)NCC(=O)N3CCN(c4ccc(F)cc4)CC3)c(=O)c2c1C,68*,2,2.6,0.5
O=C1C(=O)N(CNC2CCCCC2)c2ccccc21,6,6,0.0,-0.1
COC(=O)c1cc(CNC(=O)Cc2cscn2)cc(NC(=O)c2ccccc2)c1,2,-9,-1.5,-0.1
Cc1ccc(S(=O)(=O)NCC(=O)OCC(=O)NC(=O)NC2CCCC2)cc1,10,-1,-1.0,0.1
COC(=O)c1c(NC(=O)CCCOc2ccc(C(C)(C)C)cc2)sc2c1CCC(C)C2 (stereo not drawn),5,2,-0.4,0.0
Cc1ccccc1C(=O)NNC(=O)c1ccccc1F,-25,-54,-3.6,-0.2
CNc1ccccc1C(=O)OCc1ccc(Br)cc1,-4,-19,0.1,0.4
COc1ccc2c(c1)C(C)(c1ccc(F)cc1)C(=O)N2 (stereo not drawn),-6,6,-0.2,-0.2
O=C(O)c1[nH]n(-c2ccccc2)c(=O)c1/C=C1\C=Nc2ccccc21,4,3,-0.7,-0.1
CCN(C(=O)CSc1nc2nc(C)c(Cc3c(F)cccc3Cl)c(C)n2n1)c1cccc(C)c1,-2,14,1.4,-0.2
O=C(Nc1ccccc1Br)/C(=C\c1ccc2c(c1)OCO2)NC(=O)c1ccccc1Cl,4,-4,-1.3,-0.1
COc1cccc(C(=O)N2CCc3cc(OC)c(OC)cc3C2c2ccccc2)c1 (stereo not drawn),0,13,-0.6,-0.2
CC(C)(C)c1n[nH]c(=S)n(/N=C/c2cccs2)c1=O,16,-1,1.1,0.3
CCCC(=O)Nc1cccc(NC(=S)NC(=O)c2ccc(OC)cc2)c1,11,1,2.6,0.1
CCC(=O)Nc1ccc(OC)c([N+](=O)[O-])c1,-11,3,0.7,0.1
CCOC(=O)N1CCN(C(=O)c2cc(COc3ccc(C(C)=O)cc3)on2)CC1,2,-65,-0.1,0.0
CC(=O)c1ccc(NC(=O)CC23CC4CC(C2)CC(n2nnc(C)n2)(C4)C3)cc1,-9,-10,-1.5,0.0
Cc1ccc(-c2noc(CCC(=O)Nc3cccc(Cl)c3)n2)cc1,13,2,0.3,0.8
COc1ccc(C(=O)Nc2ccc(NC(=O)c3cccs3)cc2)cc1OC,-6,-19,-0.9,-0.1
COc1ccc(C2=N/C(=C/c3ccc(OC(C)=O)c(OC)c3)C(=O)O2)cc1OC,-8,-11,-0.3,0.0
Cc1c(C(C)NC(=O)CCc2nc(-c3ccccc3)no2)cnn1-c1ccccn1 (stereo not drawn),11,-20,-0.5,0.2
Cc1cn2c3c(=O)n(C)c(=O)n(C)c3nc2n1CCCN1CCOCC1,-2,-14,-1.3,-0.3
COC(=O)c1cc(NC(=O)CSc2nnc(N)s2)ccc1Cl,23,10,-0.2,0.4
CCn1c(SCC(=O)Nc2cc(C)on2)nc2c(c1=O)SCC2,-5,-2,0.5,-0.3
O=C1[C@H]2[C@H]3[C@H](O)[C@H](O)C/C(=N\OCc4ccccc4)[C@H]3CC[C@H]2C(=O)N1c1ccc(F)cc1F,-7,.,1.5,-0.1
O=S(=O)(Nc1cccc(F)c1)c1cccc2nonc12,1,0,-0.6,0.0
CCc1ccccc1OCC(=O)Nc1cccc(OC)c1,11,-33,-2.0,0.8
O=C(N/N=C/c1ccc[nH]1)c1ccc(Br)cc1,3,-1,0.6,0.1
COc1ccc(OC)c(NC(=O)Nc2cccc(Cn3cccn3)c2)c1,6,0,0.2,-0.3
O=C(Cn1ncc2cccn2c1=O)NC(c1ccccc1)c1ccccc1,1,-25,-0.8,0.8
Cc1ccc(C)c(C(=O)n2cnnc2N)c1,4,6,0.6,-0.3
CCOC(=O)Cc1csc(NS(=O)(=O)c2ccc(OC)cc2)n1,16,6,0.9,0.3
CS(=O)(=O)N(CCc1ccccc1)CC(=O)Nc1ccc(Br)cc1F,7,-1,3.5,0.0
COc1cccc(NC(=O)CSc2nc3nc(C)c(Cc4ccccc4C)c(C)n3n2)c1,6,11,1.8,-0.2

Other compounds
molecule,MITF primary,TEAD-YAP inh,GPR151 ag,FBW7 activator
N#Cc1ccccc1NC(=O)CSC1=NC(=O)C(Cc2ccccc2)C(=O)N1 (stereo not drawn),24,-9,-0.2,0.8
CC(C)(C)NC(=O)COc1coc(CN2CCN(c3cccc(Cl)c3)CC2)cc1=O,0,1,-1.1,-0.2
CCCCOC(=O)c1ccc(NC(=O)CCn2c(=O)oc3ccccc32)cc1,15,-16,-0.4,1.8
O=C(NCc1noc2ccccc12)Nc1ccccc1F,0,-6,0.6,0.0
Cc1c(CNCCc2ccccc2Cl)c(C(=O)O)c(C)n1Cc1ccc(F)cc1,21,11,0.9,0.2
COc1cc(C(=O)O/N=C(\N)Cc2cccc3ccccc23)cc(OC)c1OC,32,-3,-1.3,0.4
O=C(CSc1ccc2nc(-c3ccccc3)cn2n1)Nc1ccc(F)cc1F,3,-35,-0.4,0.0
O=C(COc1ccccc1Br)Nc1nccs1,13,75*,-8.8,-0.1
Nc1nc(SCCO)[nH]c(=O)c1NC(=O)c1ccccc1F,-5,-4,0.3,0.0
CCCCCCNC(=O)c1cc(S(=O)(=O)N2CC(C)CC(C)C2)ccc1Sc1ccc(Br)cc1 (stereo not drawn),12,7,-1.4,1.0
COc1ccc(NC(=O)CNC(=O)c2ccco2)cc1,18,-14,-2.3,0.1
CCn1nnc(NC(=O)c2ccc(C(C)(C)C)cc2)n1,4,3,0.1,0.0
CC(C)(C)C1=NN(CCC(=O)O)C(=O)c2cc3ccccc3n2C1,-2,0,7.7*,0.0
CN(C)CCNC(=O)c1cccc(F)c1,15,-5,1.8,0.2
COc1cc(OC)cc(-n2nc(C(=O)Nc3cc(Cl)ccc3OC)c3ccccc3c2=O)c1,12,-3,-0.1,0.6
Cc1ccccc1CN[C@H]1C[C@H]2C(=O)N[C@H](CC(C)C)C(=O)N2C1,-5,-7,0.2,0.0
Cn1c(C(=O)N2CCC(C(=O)NCc3cccnc3)CC2)cc2sccc21,3,-1,1.6,-0.2
Cc1cccc(NC(=O)c2cc3cc([N+](=O)[O-])ccc3oc2=N)c1C,-10,-7,-1.0,0.1
O=C(O)C1C2C=CC(O2)C1C(=O)NCCCn1ccnc1 (stereo not drawn),11,-1,0.8,-0.1
CCOC(=O)c1c(NC(=O)c2ccc(S(=O)(=O)N(CC(C)C)CC(C)C)cc2)sc(C)c1C,-8,-2,2.7,-0.3
CCn1c(=O)c(-c2cc(=O)[nH][nH]2)c(O)c2ccccc21,-3,-1,1.0,0.0
CC(C)Cn1cc(I)c(=O)[nH]c1=O,6,-7,1.9,-0.1
Cc1nc2c3ccccc3nc(SCc3ccc([N+](=O)[O-])cc3)n2n1,17,4,-0.9,0.8
Cc1onc(-c2ccccc2Cl)c1C(=O)Nc1ccc(S(N)(=O)=O)cc1,6,2,-0.6,-0.1
Cc1cc(C)c2sc(N(Cc3cccnc3)C(=O)C3=COCCO3)nc2c1,-9,-8,0.6,-0.6

As entered above.
`Cc1onc(-c2ccccc2Cl)c1C(=O)Nc1ccc(S(N)(=O)=O)cc1` in FBW7 activator = -0.1
`CC(=O)c1ccc(NC(=O)CC23CC4CC(C2)CC(n2nnc(C)n2)(C4)C3)cc1` in FBW7 activator = 0.0
`Cc1ccc(-c2noc(CCC(=O)Nc3cccc(Cl)c3)n2)cc1` in FBW7 activator = 0.8
`COc1cccc(C(=O)N2CCc3cc(OC)c(OC)cc3C2c2ccccc2)c1` (stereo not drawn) in TEAD-YAP inh = 13
`COC(=O)COc1ccc(/C=C2/NC(=O)N(c3ccccc3)C2=O)cc1` in TEAD-YAP inh = 0

More records follow:
Structure	MITF primary	TEAD-YAP inh	GPR151 ag	FBW7 activator
C=CCNCCOc1ccc(Cl)cc1	-7	5	-0.1	0.1
CC(=O)c1ccc(OC(=O)C2OC3OC(C)(C)OC3C3OC(C)(C)OC23)cc1 (stereo not drawn)	8	4	-2.0	0.2
COc1ccc(C(=O)NNC(=O)COc2ccc(C)cc2C)cc1	14	9	-0.8	0.2
CCn1nc(C)c(CNC(=O)c2cc(COc3ccc(F)cc3Cl)on2)c1C	-8	16	1.9	0.2
CC(=O)c1ccc(N2CCOCC2)cc1	8	-17	0.2	0.0
COc1ccc(-n2c(/C=C\c3ccc(F)cc3)nc3cc(OC)c(OC)cc3c2=O)cc1	-25	-11	-0.9	0.1
CC1(C(=O)NNC(=O)Nc2cccc([N+](=O)[O-])c2)CC1(Cl)Cl (stereo not drawn)	7	1	6.4*	0.2
CCN1CCN(C(C)Cc2ccc(F)cc2)CC1 (stereo not drawn)	0	-3	-0.7	-0.2
C/C(=N\NC(=O)c1cccc(Br)c1)c1cc(O)ccc1O	10	-27	0.6	0.4
CCOC(=O)c1ccc(-c2ccc(/C=C3\C=C(c4ccccc4)N(c4cccc(Cl)c4)C3=O)o2)cc1	19	4	3.4	0.1
CCC(C)C(=O)Nc1nc2c(s1)C(=O)CC(C(=O)NCc1ccc(F)cc1F)C2 (stereo not drawn)	-9	-9	0.3	-0.2
CCN1CCN(C(c2ccc(OC)cc2)c2nnnn2C2CCCC2)CC1 (stereo not drawn)	-11	-4	0.0	-0.2
C/C(CC(=O)Nc1ccccc1)=N\NC(=O)COc1ccc(C)cc1Br	10	5	-0.1	-0.1
Cn1c(-c2ccccc2)cnc1NCc1cccc(Cl)c1	26	-13	0.7	-0.3
CC(C)(C)C1CCC(OC(=O)c2cccc(S(=O)(=O)N3CCOCC3)c2)CC1 (stereo not drawn)	2	2	3.3	0.1
CCN(CC)CCOC(=O)NS(=O)(=O)c1ccc(Cl)cc1	1	-2	0.3	-0.1
CC(C)c1ccc(NC(=O)C(c2ccc3c(c2)OCO3)N(C)c2ccccc2)cc1 (stereo not drawn)	3	-4	-1.5	-0.2
CCN(CC)c1nc(C)nc2sc(C(=O)NC3CCCC(C)C3C)c(C)c12 (stereo not drawn)	-4	4	1.1	-0.1

Some of the entries so far, with values under each structure:
Under each structure – MITF primary | TEAD-YAP inh | GPR151 ag | FBW7 activator
> C/C(CC(=O)Nc1ccccc1)=N\NC(=O)COc1ccc(C)cc1Br
  10 | 5 | -0.1 | -0.1
> Cn1c(-c2ccccc2)cnc1NCc1cccc(Cl)c1
  26 | -13 | 0.7 | -0.3
> CC(C)(C)C1CCC(OC(=O)c2cccc(S(=O)(=O)N3CCOCC3)c2)CC1 (stereo not drawn)
  2 | 2 | 3.3 | 0.1
> CCN(CC)CCOC(=O)NS(=O)(=O)c1ccc(Cl)cc1
  1 | -2 | 0.3 | -0.1
> CC(C)c1ccc(NC(=O)C(c2ccc3c(c2)OCO3)N(C)c2ccccc2)cc1 (stereo not drawn)
  3 | -4 | -1.5 | -0.2
> CCN(CC)c1nc(C)nc2sc(C(=O)NC3CCCC(C)C3C)c(C)c12 (stereo not drawn)
  -4 | 4 | 1.1 | -0.1
